# Bioassay records deposited in PubChem by National Center for Advancing Translational Sciences (NCATS).
# ATXN2 expr inh = reduces ATXN2 reporter expression in HEK-293 cells | Potency, µM (titrated, usually from 57 µM), inactives show top-dose activity change, negative = inhibition, usual class: inhibitors | HEK-293 ATXN2-luciferase reporter, luminescence, 24 h | hit rate 0.72% among 360,000 | AID 1745845; note: nearly all actives have a fitted effect of over 55% in size
#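 qHTS (up to 57 uM final) was run with 24 h compound exposure of reporter cells at 37 °C. Each well was multiplexed: SteadyGlo luminescence measured ATXN2-luciferase expression after a fluorogenic Gly-Phe-AFC viability readout (25 uM final).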
# KB-V1 MDR tox = kills drug-selected multidrug resistant KB-V1 cells. KB-V1 MDR cells viability, CellTiter-Glo, 72 h. Potency, µM (highest dose often 46.1 µM), without a hit: at the top dose activity change, negative = cytotoxicity, most hits filed as cytotoxic. hit rate 3.4% among 400,000. AID 1347076; note: nearly all actives have a fitted effect of over 60% in size
#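 Cells of the MDR subline KB-V1 are plated, dosed with compound at multiple concentrations, and incubated 72 h at 37 degrees C; CellTiter-Glo is then added and luminescence read after 10 min.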
# KB-3-1 cytotox = KB-3-1 parental cell cytotoxicity; KB-3-1 viability, CellTiter-Glo ATP luminescence, 72 h; Potency, µM (doses to about 46.1 µM), for the others: top-dose activity change, negative = cytotoxic, hits mostly cytotoxic; hit rate 1.4% among 400,000; AID 1347075; note: nearly all actives have a fitted effect of over 60% in size
#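 Screening of KB-3-1 cells (DMEM, 10% FBS, phenol-red free) ran from lowest to highest compound concentration; after 72 h at 37 °C viability was read luminescently and curves fitted.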
# * hit, by the source's call; ? = inconclusive. Calls come from the whole dose curve; as a rule, active = well fitted curve in the direction sought with a large enough effect; inconclusive = small, poorly fitted or top-dose-only effect, or another doubt; inactive = no such curve, though single readings can be large; an effect the other way counts as inactive or inconclusive. % is set by controls: 0 for no effect and ±100 for the full control effect; potency is the fitted concentration of half-maximal effect.
mol	ATXN2 expr inh	KB-V1 MDR tox	KB-3-1 cytotox
COc1ccc(OC)c(C2c3c(-c4ccc(Br)cc4)n[nH]c3C(=O)N2c2ccc(Cl)cc2)c1 (stereo unspecified)	?	?	?
CCc1cc2c(-c3ccccc3)cc(=O)oc2c2c1OCN(Cc1ccc(C)cc1)C2	10%	-18%	-19%
CCOc1cc(CNc2ccc(O)cc2)cc(Br)c1OCc1ccccc1	?	-19%	?
O=C(Nc1nc2n(n1)C(c1ccccc1)C=C(c1ccc(Cl)cc1)N2)c1ccco1 (stereo unspecified)	-11%	-8%	-12%
O=S(=O)(c1ccc(F)cc1)N(CC(O)Cn1c2ccccc2c2ccccc21)c1ccccc1 (stereo unspecified)	?	15%	8%
Cc1ccc(-n2ncc3c(NCCCN(C)C)ncnc32)cc1Cl	?	0%	-9%
COc1cc(O)ccc1-c1nc2cc(C)ccn2c1Nc1ccccc1C	?	?	8%
O=C(NCCc1ccc(Cl)cc1)c1ccc2c(c1)N(Cc1ccc(F)cc1Cl)C(=O)CS2	0%	?	1%
CCc1ccc(C2c3c(-c4cc(C)ccc4O)n[nH]c3C(=O)N2Cc2cccnc2)cc1 (stereo unspecified)	?	0%	7%
CN(C(=O)CSc1nc2ccc(NC(=O)c3ccco3)cc2s1)c1ccccc1	?	4%	-14%
Cc1c(CCC(=O)NCCc2ccccc2)c(=O)oc2cc(O)ccc12	-6%	-1%	-1%
CC(=O)Nc1nc2n(n1)C(c1ccc(F)cc1)C=C(c1ccc(Cl)cc1)N2 (stereo unspecified)	9%	1%	-18%
Nc1c(C(=O)c2ccccc2)sc(Nc2ccc(Cl)c(Cl)c2)c1C(=O)Nc1ccccc1	?	?	-7%
CN(CC(=O)Nc1cccc(Cl)c1)S(=O)(=O)c1ccc2[nH]c3c(c2c1)CCCC3	?	14%	2%
COc1ccc(-c2c(C)c3ccc(O)c(CN4CCCC(C)C4)c3oc2=O)cc1OC (stereo unspecified)	-10%	2%	-3%
Cc1cc(Nc2ccc(F)cc2)n2c(nc3ccccc32)c1C#N	1%	-19%	-4%
CCN1CCN(Cc2c(O)ccc3c(C)c(-c4ccccc4)c(=O)oc23)CC1	-7%	4%	0%
COc1ccc(C(=O)/C=C/c2cn(CC(O)CN(CC(C)C)CC(C)C)c3ccccc23)cc1 (stereo unspecified)	17%	-4%	-20%
COc1ccc(OC)c(NC(=O)c2cnc(Nc3ccc(C)c(Cl)c3)c3ccccc23)c1	5%	-16%	-13%
CCCCCn1c(CCNC(=O)c2cccc(C)c2)nc2ccccc21	?	?	-23%
Cc1ccccc1N1CC(c2nc3ccccc3n2CCC2CCCCC2)CC1=O (stereo unspecified)	?	0%	-6%
CCCCn1c(CNC(=O)C23CC4CC(CC(C4)C2)C3)nnc1SCC(=O)Nc1ccc(C)cc1	?	-26%	-2%
Cc1ccc(C(=O)Nc2nc3n(n2)C(c2ccccc2)C=C(c2ccccc2)N3)cc1 (stereo unspecified)	-11%	-14%	-6%
CCOc1cc(C(c2c(C)[nH]n(-c3ccccc3)c2=O)c2c(C)[nH]n(-c3ccccc3)c2=O)ccc1O	?	?	-4%
Cc1ccc(C2=CC(c3ccc(Cl)cc3)n3nc(-c4ccc(C)cc4)nc3N2)cc1 (stereo unspecified)	-9%	-4%	-24%
O=C1c2[nH]nc(-c3ccc(F)cc3)c2C(c2ccccc2F)N1c1ccccc1 (stereo unspecified)	?	?	0%
N#Cc1ccccc1NC(=O)CSc1nc(-c2ccccc2)cc(C(F)(F)F)c1C#N	-12%	-5%	1%
O=C(Nc1nc2n(n1)C(c1ccc(F)cc1)C=C(c1ccccc1)N2)c1ccc(Cl)cc1 (stereo unspecified)	-3%	6%	-5%
Cc1c(Cl)cccc1-c1ccc(/C=C(\C#N)c2nc3ccccc3[nH]2)o1	8%	-19%	4%
CCCCN(CCCC)C(=O)c1cc2c(=O)n3cccc(C)c3nc2s1	-5%	-11%	-2%

# 5 compounds drawn at random from those above:
mol	ATXN2 expr inh	KB-V1 MDR tox	KB-3-1 cytotox
O=C1c2[nH]nc(-c3ccc(F)cc3)c2C(c2ccccc2F)N1c1ccccc1 (stereo unspecified)	?	?	0%
Cc1cc(Nc2ccc(F)cc2)n2c(nc3ccccc32)c1C#N	1%	-19%	-4%
Cc1ccccc1N1CC(c2nc3ccccc3n2CCC2CCCCC2)CC1=O (stereo unspecified)	?	0%	-6%
CCCCN(CCCC)C(=O)c1cc2c(=O)n3cccc(C)c3nc2s1	-5%	-11%	-2%
O=C(Nc1nc2n(n1)C(c1ccc(F)cc1)C=C(c1ccccc1)N2)c1ccc(Cl)cc1 (stereo unspecified)	-3%	6%	-5%

# Next section.
mol	ATXN2 expr inh	KB-V1 MDR tox	KB-3-1 cytotox
COc1ccc(-c2noc(CSc3nnc(Cc4ccccc4)n3-c3ccc(F)cc3)n2)cc1	?	?	-25%
COc1ccccc1Nc1nn2c(=O)c3ccc(C(=O)NCCC4=CCCCC4)cc3nc2s1	3.2µM*	?	?
CCN(CC)CCn1c(-c2ccccc2)csc1=Nc1ccccc1	?	?	6%
COc1cccc(-c2ccc3c(N)c(C(=O)Nc4ccc(Cl)cc4F)sc3n2)c1	6%	0%	-1%
COCCCn1c(=N)c(C(=O)NC2CCCC2)cc2c(=O)n3cccc(C)c3nc21	9%	-2%	3%
CC(C)c1ccc(Nc2c(-c3ccccc3O)nc3cnccn23)cc1	?	22%	-17%
CCN(CC)c1cc(C)c2cc(NC(=O)c3cccc(F)c3)ccc2n1	?	?	-10%
O=C(COc1ccccc1F)Nc1ccc(Cl)c(-c2nc3ccccc3[nH]2)c1	?	?	-26%
CCOc1ccccc1NC(=O)c1c(NC(=O)Cc2ccc(OC)cc2)sc2c1CCC2	-32%	-7%	4%
CCOC(=O)CC(NC(=O)CCc1c(C)nc2c(-c3ccccc3)c(C)nn2c1C)c1ccc(OC(C)C)cc1 (stereo unspecified)	?	0%	-13%
Cc1noc2ncnc(N3CCCC(C(=O)Nc4cccc(C(F)(F)F)c4)C3)c12 (stereo unspecified)	20µM*	?	-10%
CCn1c(=N)c(C(=O)NCc2ccccc2)cc2c(=O)n3cc(C)ccc3nc21	8%	?	16%
CCn1c(=N)c(C(=O)NCC2CCCO2)cc2c(=O)n3cc(C)ccc3nc21 (stereo unspecified)	8%	-7%	-8%
O=c1cc(-c2ccccc2)c2ccc3c(c2o1)CN(Cc1cccc(Cl)c1)CO3	1%	-16%	-28%
CCOCCCn1c(=N)c(C(=O)NCc2ccccc2)cc2c(=O)n3ccccc3nc21	-3%	-4%	-4%

# Profiles, looked up by structure.
# Record of COc1cccc(-c2ccc3c(N)c(C(=O)Nc4ccc(Cl)cc4F)sc3n2)c1 : ATXN2 expr inh: 6%; KB-V1 MDR tox: 0%; KB-3-1 cytotox: -1%
# Record of CCN(CC)c1cc(C)c2cc(NC(=O)c3cccc(F)c3)ccc2n1 : ATXN2 expr inh: ?; KB-V1 MDR tox: ?; KB-3-1 cytotox: -10%

# The list continues.
mol	ATXN2 expr inh	KB-V1 MDR tox	KB-3-1 cytotox
COc1ccc(-c2nc(CSCC(=O)N3CCN(c4ccccc4F)CC3)c(C)o2)cc1	?	?	?
Cc1c(-c2ccccc2)c(=O)oc2c(CN3CCOCC3)c(O)ccc12	0%	3%	5%
CCc1ccc(/C=C(/C#N)c2nc(-c3ccc(C)cc3)cs2)cc1	-3%	?	1%
C=CC(=O)N1CCC[C@@H](n2nc(-c3ccc(Oc4ccccc4)cc3)c3c(N)ncnc32)C1	?	22µM*	?
Nc1c(C(=O)NCc2ccc(Cl)cc2)sc2nc(-c3ccc(F)cc3)ccc12	0%	-20%	2%
COCCN1C(=O)c2[nH]nc(-c3cc(C)ccc3O)c2C1c1ccc(C(C)C)cc1 (stereo unspecified)	?	?	?
Cc1cccn2c(=O)c3cc(C(=O)NCc4cccnc4)c(=N)n(CCCO)c3nc12	-11%	7%	2%
CN(C)CCNC(=O)C1CCN(Cc2cc3ccccc3n2Cc2ccccc2)CC1	22µM*	?	-7%
COc1ccc(Cl)cc1C(=O)Nc1ccc2nc(Nc3cccc(Cl)c3)cc(C)c2c1	-14%	0%	13%
CCOC(=O)c1cc2c(=O)n3ccccc3nc2n(Cc2ccco2)c1=NC(=O)c1cccc(C)c1	0%	-12%	6%
CCOC(=O)c1cnc2ccc(C)cc2c1Nc1ccc(N(CC)CC)cc1	0%	0%	0%
CCC(C(=O)Nc1cc(OC)cc(OC)c1)n1nc(-c2ccc(C)c(C)c2)ccc1=O (stereo unspecified)	?	-7%	1%
COc1cccc(C2=CC(c3ccccc3F)n3ncc(C(=O)Nc4ccc(F)cc4)c3N2)c1 (stereo unspecified)	?	-7%	?
Cc1cc(C)cc(NC(=O)C2CCCN(C(=O)c3cnn(-c4ccccc4)c3-n3cccc3)C2)c1 (stereo unspecified)	?	?	?
COc1ccc(Cn2cc(C(=O)c3ccc(C)c(C)c3)c(=O)c3ccccc32)cc1	?	-16%	-5%
O=C(O)Cc1sc(Nc2ccccc2)nc1-c1ccccc1	20%	1%	-3%
Cc1ccc(Cl)cc1N1CCN(C(=O)c2cnn(-c3ccc(Cl)cc3)c2C2CCNCC2)CC1	32µM*	-5%	-18%
COc1ccc(C(=O)c2oc3ccccc3c2NC(=O)c2ccc(F)cc2)cc1	-7%	?	3%
CCOc1ccc(OCC)c(NC(=O)CN(c2ccc(C)cc2)S(=O)(=O)c2c(C)n[nH]c2C)c1	?	-2%	18%
CC(C)c1ccc(C2=CC(c3cccc(Cl)c3)n3ncnc3N2)cc1 (stereo unspecified)	12%	-14%	?
COc1ccc(-c2ccc3c(N)c(C(=O)Nc4ccc(C)cc4C)sc3n2)cc1OC	-37%	-8%	0%
O=C(c1nc(-c2ccc(Cl)cc2)n2c1CCCCC2)N1CCN(c2ccc(F)cc2)CC1	?	-17%	-17%
Cc1cc(C)cc(NC2=C(c3ccccc3)C(=O)c3ccccc32)c1	0%	?	0%
COc1ccc(C2C=C(c3ccccc3)Nc3nc(NC(=O)c4ccc(C)cc4)nn32)cc1 (stereo unspecified)	1%	-3%	0%

# Some of the compounds tested; count on the stated rates, not on these rows.
